High-throughput results: PubChem BioAssay, Sanford-Burnham Center for Chemical Genomics
MT1-MMP act inh: MT1-MMP (human) activation inhibition; P50281; HT1080 RFP-PRO-GFP cells, GFP/RFP ratio fluorescence, overnight; percent of plate control window, DMSO zero; GFP/RFP ratio change, % at 20 µM; 360,000 tested, 0.061% active;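 active = GFP/RFP ratio change of at least 30% with cell ATP level not reduced by more than half and red fluorescence within 50% of control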; note: strong numbers were not always called active
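Read-out: GFP/RFP fluorescence ratio; Test system: RFP-PRO-GFP reporter HT1080 cells; Compound dosing: single-point 20 µM compound, 1% DMSO; Times: overnight compound exposure at 37 °C.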
Rpn11 block: Rpn11 (human) deubiquitinase inhibition; O00487; human 26S proteasome, Ub4-pepOG fluorescence polarization; 20S core pre-blocked with epoxomicin; calls only at 20 µM; 360,000 tested, 0.59% active; AID 588493;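 active = inhibition at 20 µM, scaled to each plate's controls, above about 33%, limit read from the data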
DNMT1 inh: DNMT1 (human) enzyme inhibition; inhibition (reported as % activation of signal), % at 10 µM; 360,000 tested, 0.83% active; DNMT1 molecular beacon, Hinp1I cleavage, fluorescence; P26358; AID 588458; in the data active = inhibition above about 50%
Target sequence (P26358 504-1616 limits assumed): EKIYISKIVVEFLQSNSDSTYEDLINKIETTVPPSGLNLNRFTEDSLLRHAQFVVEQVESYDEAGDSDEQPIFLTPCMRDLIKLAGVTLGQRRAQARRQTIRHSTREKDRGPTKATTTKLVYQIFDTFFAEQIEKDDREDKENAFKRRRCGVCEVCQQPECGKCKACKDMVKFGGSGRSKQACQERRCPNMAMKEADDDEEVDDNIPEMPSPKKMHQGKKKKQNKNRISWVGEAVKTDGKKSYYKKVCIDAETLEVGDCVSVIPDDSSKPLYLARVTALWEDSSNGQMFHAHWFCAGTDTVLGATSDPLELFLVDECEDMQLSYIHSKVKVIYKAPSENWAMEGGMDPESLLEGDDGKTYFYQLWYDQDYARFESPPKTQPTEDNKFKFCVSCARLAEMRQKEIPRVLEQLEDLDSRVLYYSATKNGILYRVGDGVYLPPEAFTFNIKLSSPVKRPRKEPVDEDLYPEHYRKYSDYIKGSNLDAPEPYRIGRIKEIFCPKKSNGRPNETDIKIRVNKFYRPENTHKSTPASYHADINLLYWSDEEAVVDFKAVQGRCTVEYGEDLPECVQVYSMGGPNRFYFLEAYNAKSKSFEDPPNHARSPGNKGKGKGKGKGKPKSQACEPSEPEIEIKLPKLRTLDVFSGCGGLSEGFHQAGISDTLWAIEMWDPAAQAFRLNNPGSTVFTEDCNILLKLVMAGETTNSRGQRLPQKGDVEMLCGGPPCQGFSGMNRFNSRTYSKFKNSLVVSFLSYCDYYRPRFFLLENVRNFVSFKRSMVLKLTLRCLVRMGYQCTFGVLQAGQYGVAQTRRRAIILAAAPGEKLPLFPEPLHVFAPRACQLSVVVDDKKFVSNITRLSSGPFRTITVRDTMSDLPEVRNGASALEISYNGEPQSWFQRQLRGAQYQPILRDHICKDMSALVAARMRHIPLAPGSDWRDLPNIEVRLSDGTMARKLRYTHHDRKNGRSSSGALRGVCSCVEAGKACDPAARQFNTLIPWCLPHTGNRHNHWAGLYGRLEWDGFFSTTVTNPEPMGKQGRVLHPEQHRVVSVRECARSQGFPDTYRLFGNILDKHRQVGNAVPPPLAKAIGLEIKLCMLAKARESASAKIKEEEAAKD
STEP inh: blocks human striatal-enriched tyrosine phosphatase. P54829. recombinant STEP, OMFP fluorogenic substrate, fluorescence. inhibition, % at 20 µM. 360,000 tested, 0.25% active. AID 588621;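 active = inhibition at 20 µM, scaled per plate between control wells, above about 37%, limit read from the data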;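 note: 0% = DMSO with enzyme and substrate and 100% = substrate only without enzyme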
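System: isolated STEP enzyme; schedule: 20 min enzyme reaction at room temperature, protected from light; medium: Bis-Tris buffer pH 6.0, 2.5 mM DTT, 0.005% Tween 20; signal: fluorescence, 480/540 nm; dosing: single compound dose of 20 µM, 1% DMSO final; also added: OMFP substrate, 25 µM final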
NRP1-CendR mod: modulators of CendR peptide binding to human neuropilin-1; O14786; FAM-RPARPAR peptide binding to NRP-1, fluorescence polarization; inhibition, % at 25 µM; 360,000 tested, 0.85% active;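 active = inhibition or corrected inhibition above about 18%, plus a signal ratio from 0.5 to 1.5, limit read from the data, passing the limit was not always enough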; note: strong numbers were not always called active
NadD block: NadD (S. aureus) enzyme inhibition. AID 602399. 360,000 tested, 0.78% active. purified NadD enzyme, colorimetric absorbance read-out. inhibition, % at 20 µM; in the data active = inhibition above about 26%; note: some compounds past the cut are filed as inactive
LMPTP block: LMPTP (human) inhibition; recombinant LMPTP-A, OMFP fluorogenic substrate, fluorescence intensity; inhibition, % at 20 µM; 360,000 tested, 0.22% active; AID 651560;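 active = compounds that cut the enzyme signal by at least half of the control window in the single-dose screen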;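 note: plate controls were DMSO wells with enzyme plus substrate for no effect and substrate without enzyme for full effect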
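Assay system: LMPTP-A enzyme. Input: 0.625 nM LMPTP-A final. Probe or stimulus: 400 µM OMFP. Compound dosing: single 20 µM dose. Schedule: 50 min dark incubation at room temperature. Detection: fluorescence intensity of OMFP turnover product. Read-out: percent inhibition versus substrate-only and uninhibited controls. Benchmarks: no-enzyme low control, uninhibited high control.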
Scp1 inh: Scp-1 (human) phosphatase inhibition; Recombinant Scp1, phosphopeptide, malachite green phosphate absorbance; 340,000 tested, 0.88% active; inhibition, % at 20 µM; AID 493091; Q9GZU7;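 active = inhibition above about 50% at 20 µM, limit read from the data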;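 note: plate controls were DMSO wells with enzyme for no effect and wells lacking enzyme for full effect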
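assay system = SCP-1 phosphatase catalytic domain, residues 76-261 | buffer or medium = 50 mM Tris acetate pH 5.5, 0.005% Tween-20, 10 mM MgCl2 | incubation = enzyme reaction 45 min at room temperature, colour 5 min, stabilisation 30 min | signal = Phosphate-binding colour reagent, absorbance read at 630 nm | measure = % inhibition at 20 µM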
SUMO1 PPI mod: modulators of human SUMO1-mediated protein-protein interactions; P63165; inhibition, % at 20 µM; SUMO1 binding to a labelled peptide, TR-FRET, 1 h; 360,000 tested, 0.33% active; in the data active = inhibition above about 37%
SKN-1 block: blocks SKN-1 activity in C. elegans. C. elegans VP596 Pgst-4::GFP/RFP ratio, acrylamide-induced, 24 h. inhibition, % at 21.8 µM. 360,000 tested, 0.49% active;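 active = interference check ratio from 0.5 to 1.5 plus GFP to RFP signal ratio inhibition reaching or exceeding a fixed threshold, cut at about 30% in these data, passing the limit was not always enough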; note: some compounds called inactive have numbers as strong as hits
Active calls of the source: *; i = inactive; · = not tested or not shown.

SMILES	MT1-MMP act inh	Rpn11 block	DNMT1 inh	STEP inh	NRP1-CendR mod	NadD block	LMPTP block	Scp1 inh	SUMO1 PPI mod	SKN-1 block
COc1cccc(N(C(=O)CNC(=O)c2ccco2)C(C(=O)NC2CCCC2)c2ccncc2)c1 (stereo not drawn)	0.7	i	-6.8	-1.0	5.0	3.9	-0.5	-2.2	0.9	-11.8
CC(=O)c1cccc(NC(=O)c2ccc(N(Cc3ccccc3)S(C)(=O)=O)cc2)c1	2.7	i	-9.7	-8.4	-10.4	-0.5	0.3	-17.8	0.8	-16.2
Cc1ccc(NC(=O)c2ccc(S(=O)(=O)N3CCCCC3)cc2)nc1	4.2	i	1.9	-1.1	0.0	4.3	-0.8	-8.1	-2.2	2.1
COc1ccc(C(CC(=O)Nc2ccc(C)cn2)N2Cc3ccccc3C2=O)cc1 (stereo not drawn)	-2.2	i	-0.7	0.2	-11.3	-1.0	-0.5	-3.4	5.1	-4.2
Cc1cccc(N(C)C(=O)c2cc3cc4ccc(C)cc4nc3o2)c1	1.3	i	-0.9	0.8	2.8	-1.7	1.0	-7.6	-23.6	-0.2
C#CCN(C[C@@H]1[C@@H](OC(=O)NCc2ccccc2F)[C@@H](OC(=O)NCc2ccccc2F)CN(C(=O)OC(C)C)N1C(=O)OC(C)C)S(=O)(=O)c1ccc(C)cc1	2.4	i	-0.9	6.2	-6.4	3.3	3.8	·	8.0	-4.6
FC(F)(F)c1ccccc1Cc1c(C2CCCCC2)nc2c3ccccc3ccn12	-3.0	i	0.6	-0.3	-4.0	-1.8	3.7	·	5.7	-12.1
O=C(Nc1ccc(C(F)(F)F)cc1)C1(c2ccccc2)CC1	2.4	i	4.3	2.2	8.3	-5.0	1.0	-7.8	-1.7	0.8
COc1cc(OC)cc(C(=O)N[C@H](C(=O)OCC(=O)NC(=O)NC(C)(C)C)C(C)C)c1	-1.8	i	3.3	5.3	3.6	-0.9	-1.5	-7.4	4.2	2.8
Cn1c(N)c(C(=O)c2cc(-c3ccccc3)nc3ccccc23)c(=O)n(C)c1=O	-2.1	i	-2.6	4.2	-5.6	-1.8	0.0	-4.6	3.9	6.1
CCOc1ccc(-c2cc(C(=O)NCc3ccccc3)[nH]n2)c(C)c1	2.7	i	-2.3	1.4	18.8	1.2	3.0	·	1.6	2.0
O=c1n(-c2ccccc2)c(=O)n2n1CC(O)C2	5.5	i	0.7	-3.8	-3.7	-0.7	-1.4	0.6	-1.2	13.9
Cc1oc2c(CN3CCCC(C)C3)c(O)ccc2c(=O)c1-c1ccccc1 (stereo not drawn)	0.1	i	-0.8	-2.1	14.6	-0.9	0.9	-6.8	2.0	2.3
COC(=O)c1ccccc1NC(=O)COc1ccc2c(c1)OCO2	-3.1	i	2.1	0.1	0.5	-9.1	-0.5	-0.7	-8.0	3.6
OCC1(CCc2ccccc2)CCN(Cc2cc(Cl)ccc2O)CC1	1.2	i	-0.4	-1.3	-0.9	0.9	0.8	-8.3	1.1	-1.5
CN(C)Cc1c(OC(=O)c2ccc(N)cc2)ccc2ccccc12	3.6	i	-9.6	0.7	-15.4	-2.2	-2.9	-7.7	-7.2	-2.2
N/C(=N\OC(=O)C12CC3CC(CC(C3)C1)C2)c1cccnc1	-0.9	i	1.7	-1.2	-0.5	2.6	0.7	-2.7	-0.3	10.8
Cc1cccc(CN2CCN(C(=O)c3ccccc3F)CC2)c1	-6.8	i	1.2	-7.6	-4.7	-0.1	-0.8	-7.4	1.3	31.5
CCOC(=O)c1nn(-c2ccc(C)cc2)c2nc(Nc3ccccc3)cc(=O)n12	2.7	i	-3.2	0.7	-16.9	-9.1	1.2	-8.9	2.6	17.2
COC(=O)CCC(=O)Nc1ccccc1C(N)=O	-1.6	i	0.0	-2.0	-0.5	-3.9	0.1	-4.7	0.7	-7.8
CCN1C(=O)/C(=C\N2CCN(c3ccc(F)cc3)CC2)SC1=S	2.5	i	0.0	1.7	-7.6	6.2	0.8	0.2	-81.1	15.3
O=C(C1CC(=O)N(c2ccc3c(c2)OCCO3)C1)N1CCN(c2cccc(C(F)(F)F)c2)CC1 (stereo not drawn)	-0.1	i	-1.9	3.5	7.2	-0.9	1.2	-3.4	-0.1	-8.6
CNC(=O)c1c(NC(=O)CCS(=O)(=O)c2ccc(C)cc2)sc(C)c1C	2.6	i	0.2	-0.8	5.1	0.4	-0.7	-2.8	29.4	9.6
CC(C)C(=O)NNC(=O)CC(=O)Nc1ccccc1C(=O)O	1.7	i	-0.6	2.1	6.0	-3.0	-1.7	9.0	4.4	-9.5
CC1CCN(CCCNC(=O)c2ccc(CSCc3cccc(Cl)c3)o2)CC1	3.4	i	-3.4	-4.5	-7.2	-11.1	-1.8	-6.2	-1.3	3.3

Continued, overlapping the part above by 2 compounds.
SMILES	MT1-MMP act inh	Rpn11 block	DNMT1 inh	STEP inh	NRP1-CendR mod	NadD block	LMPTP block	Scp1 inh	SUMO1 PPI mod	SKN-1 block
CC(C)C(=O)NNC(=O)CC(=O)Nc1ccccc1C(=O)O	1.7	i	-0.6	2.1	6.0	-3.0	-1.7	9.0	4.4	-9.5
CC1CCN(CCCNC(=O)c2ccc(CSCc3cccc(Cl)c3)o2)CC1	3.4	i	-3.4	-4.5	-7.2	-11.1	-1.8	-6.2	-1.3	3.3
OC[C@@H]1CN(Cc2cccc(C(F)(F)F)c2)C[C@H](n2cnc3c(NCc4ccncc4)ncnc32)O1	0.4	i	5.3	-1.4	-10.4	3.6	-0.2	·	-2.0	7.0
O=C(NCc1cccnc1)c1ccc(-c2cccc(Cl)c2Cl)o1	2.7	i	-3.4	0.3	-11.8	1.2	1.0	-1.2	-11.7	-0.5
CSc1nnc(-c2ccccc2)o1	0.6	i	3.4	-0.1	10.2	-4.8	-1.8	-1.1	2.2	-10.5
O/N=C(\c1ccc(Cl)cc1)c1ncc(C(F)(F)F)cc1Cl	4.9	i	-0.1	-1.2	11.1	4.7	-0.5	-8.3	1.5	-4.5
COc1ccc(OC)c(NC(=O)C2CC(/C=C/c3ccccc3)=NO2)c1 (stereo not drawn)	-2.4	i	-6.8	1.3	-6.7	-6.6	3.5	-24.9	-10.4	9.5
O=C(NCC(c1ccco1)N1CCc2ccccc2C1)c1ccc([N+](=O)[O-])cc1 (stereo not drawn)	2.6	i	-0.2	1.5	-1.8	4.3	1.0	-7.6	-34.1	4.4
Cc1nn(Cc2ccccc2)c(C)c1NC(=O)c1cc(-c2cccs2)on1	-3.3	i	1.6	-0.5	-2.5	-9.1	0.5	3.1	-7.1	-14.2
Cc1ccc(C)c(NC(=O)c2cnn(-c3ccccc3)c2C)c1	2.6	i	-3.1	3.2	4.3	1.6	-0.4	-5.0	4.9	9.6
c1ccc2c(c1)[nH]c1c(N3CCCC3)ncnc12	8.4	i	0.1	4.8	5.1	1.5	3.0	-1.8	0.6	1.9
Cc1cc(N2CCCCC2)n2nc(C)c(-c3ccccc3)c2n1	-2.8	i	-1.3	3.8	-3.8	2.2	2.3	0.3	-0.7	8.4
CC[C@]1(C(=O)OC)[C@H]2C(=O)N(C)C(=O)[C@H]2[C@H]2CN=C(SC)N21	6.1	i	6.5	-0.9	-4.4	4.4	-2.4	-8.0	3.9	5.4
OC(c1ccc(F)c(F)c1)c1nc(-c2csc3ccccc23)cs1 (stereo not drawn)	4.8	i	4.6	-4.4	-12.9	-0.7	2.5	·	2.6	6.8
COc1ccc(NC(=O)c2noc3c2CCCCC3)cc1	0.2	i	2.4	-2.0	7.9	-8.7	-0.2	-7.4	3.0	12.6
CCCCN(C(=O)c1ccco1)c1c(N)n(CCC)c(=O)[nH]c1=O	1.7	i	-0.1	2.8	1.0	2.0	0.5	22.0	2.2	-21.0
CCN(CC)C(=O)c1c(C)[nH]c(=S)c(C#N)c1-c1ccco1	-4.9	i	1.5	-1.9	-28.3	-2.4	-1.7	9.2	-1.2	1.5
CCCn1c(SCC(=O)Nc2nc(-c3ccc(OC)cc3)cs2)nc2c1c(=O)n(C)c(=O)n2C	6.0	i	35.5	-2.4	-7.4	4.4	-0.2	0.0	4.5	1.2
CC(C)c1onc(C(=O)N(C)Cc2ccccc2)c1[N+](=O)[O-]	4.1	i	5.1	-2.6	5.8	-5.1	0.0	-7.6	1.6	0.4
S=C(NCc1ccccc1)NCc1ccc(CNC(=S)NCc2ccccc2)cc1	7.9	i	-6.3	-1.1	-8.6	1.6	3.0	-2.7	9.1	4.7
Cc1nn(C(=O)c2cccs2)c(C)c1CN1C(=O)c2ccccc2C1=O	3.1	i	14.4	-3.2	2.7	-7.6	-1.1	-2.7	1.7	0.9
CS(=O)(=O)Nc1ccc(C(=O)NCCSc2ccc(Cl)cc2)cc1	-0.8	i	0.1	-2.7	3.5	-5.4	1.1	-7.3	6.8	-4.0
COc1cc(C(=O)COC(=O)c2ccncc2)cc(OC)c1OC	-4.0	i	-2.4	-3.2	13.6	-4.8	-0.4	-5.0	-4.1	11.1
COc1ccc(-c2nnc(NC(=O)c3ccc(S(=O)(=O)N4COCC4(C)C)cc3)o2)cc1	3.0	i	8.0	-5.5	-1.7	20.7	2.8	-7.2	14.8	6.3
CCCC(CCC)C(=O)Nc1ccc2c(c1)N(C(=O)CN1CCN(C)CC1)c1ccccc1CC2	4.3	i	-0.7	-0.9	1.3	-3.1	-0.9	-1.4	2.6	6.1
CCc1nnc(NS(=O)(=O)c2ccc(NC(=S)NC(=O)c3ccc(F)cc3)cc2)s1	-2.6	i	7.8	-1.1	-27.0	2.8	-0.7	22.2	1.0	9.2
CCCCOc1ccc(-c2nnc(-c3ccncc3)o2)cc1	-1.3	i	1.7	-1.0	13.3	6.8	-0.8	-6.9	0.3	2.4
CCc1ccc(OCC(=O)O/N=C(\N)Cc2ccc([N+](=O)[O-])cc2)cc1	1.8	i	2.3	-3.9	-3.2	-3.5	3.0	-8.0	-11.7	-4.9
CC(=O)c1cc(C#N)c(SCC(=O)O)nc1C	2.0	i	-1.5	3.0	1.2	-2.7	-0.9	-5.7	3.9	0.5
CS(=O)(=O)N(CC(=O)NCCSCc1cccc(Cl)c1)c1ccc2c(c1)OCO2	-1.8	i	-2.5	0.9	12.6	-4.7	0.0	-10.1	2.4	15.7
O=S(=O)(c1ccccc1Br)N1CCN(c2ncccn2)CC1	4.6	i	0.5	-1.6	2.1	-4.5	-0.3	-5.5	5.1	8.9
